Hsp70 act: transcriptional activators of Hsp70; HeLa Hsp70 promoter luciferase reporter, luminescence; scaled: vehicle 0, proteasome-inhibitor control 100%; activation, % at 10 µM; actives 0.04% (n = 200,000); AID 1203;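 active = activation above the mean across all tested compounds plus 3 SD, cutoff set per campaign, cut at about 5.5% in these data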;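 note: 100% = MG132 at 30 µM as the positive control and 0% = DMSO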
FLuc inhib CS: Photinus pyralis luciferase inhibition counter-screen; P08659; inhibition, % at 10 µM; ATPLite firefly luciferase biochemical luminescence, 10 min; actives 1.5% (n = 200,000);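 active = inhibition above about 50% when tested at 10 µM, limit read from the data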
Target sequence (P08659 whole entry, looked up): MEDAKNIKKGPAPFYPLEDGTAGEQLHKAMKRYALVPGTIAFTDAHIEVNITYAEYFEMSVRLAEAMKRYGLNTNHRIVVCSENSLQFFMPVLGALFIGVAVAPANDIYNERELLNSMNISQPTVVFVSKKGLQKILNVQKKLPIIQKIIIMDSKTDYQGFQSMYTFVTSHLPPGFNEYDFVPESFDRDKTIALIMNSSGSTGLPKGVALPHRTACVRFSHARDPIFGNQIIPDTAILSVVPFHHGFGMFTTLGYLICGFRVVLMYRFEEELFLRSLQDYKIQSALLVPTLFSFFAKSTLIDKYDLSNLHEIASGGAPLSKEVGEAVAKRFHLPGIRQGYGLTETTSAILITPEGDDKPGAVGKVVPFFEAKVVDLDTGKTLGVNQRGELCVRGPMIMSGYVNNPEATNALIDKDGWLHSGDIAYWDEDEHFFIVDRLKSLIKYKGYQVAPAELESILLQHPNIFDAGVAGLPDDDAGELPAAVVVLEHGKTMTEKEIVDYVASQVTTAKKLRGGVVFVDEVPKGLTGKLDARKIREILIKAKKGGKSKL
FLuc act counter: affects firefly luciferase, flagging false hits in luciferase stimulation screens. P08659. ATPlite luciferase biochemical, luminescence, 10 min; 0 = ATP-free wells, 1 = DMSO control. activation factor at 10 µM. 200,000 tested, under 10 active. AID 1027;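 active = luciferase activation factor, scaled between plate controls, of at least 2 with compound at 10 µM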
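Assay system: Luciferase/luciferin detection reagent, cell-free biochemical luciferase assay / Read-out: luciferase activation / Benchmarks: No-ATP low control, compound-free enzyme-plus-ATP high control / Medium: PBS buffer for ATP / Detection: luminescence measurement of luciferase light output / Schedule: 10 min at ambient temperature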
APP 5'UTR act: activates APP 5'UTR luciferase reporter | actives 1% (n = 190,000) | SH-SY5Y APP 5'UTR luciferase reporter, luminescence; zero percent = DMSO vehicle wells | activation, % at 2 µM;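 active = activation above a set limit, based on mean plus 3 SD of controls, cut at about 140% in these data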; note: values of inactives mirror those of a sister screen read the other way
G6PDH CS: L. mesenteroides G6PDH inhibition counter-screen. Purified L. mesenteroides G6PDH, diaphorase/resazurin coupled fluorescence, 45 min. inhibition, % at 5 µM. actives 0.12% (n = 200,000). AID 1020; in the data active = inhibition above about 50%
STAT1 act: increases IFN-gamma driven STAT1 reporter signal; NIH 3T3 STAT1-luciferase reporter, luminescence; 100% = IFN-gamma alone, no compound; activation (% of control), % at 5.5 µM; actives 2.6% (n = 200,000); AID 932;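 active = activation above the screen-wide mean activation plus 3 SD, cut at about 130% in these data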;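 note: raw ratio to IFN-gamma control signal so 100% means no change and 0% no light; values of inactives mirror those of a sister screen read the other way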
APP transl inh: APP translation inhibition; actives 0.82% (n = 190,000); inhibition, % at 2 µM; SH-SY5Y APP 5'UTR-luciferase reporter, luminescence;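 active = inhibition above a set limit, derived from the sample mean plus 3 SD, cut at about 45% in these data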; note: values of inactives mirror those of a sister screen read the other way
HMGR II inh: blocks class II HMG-CoA reductase of Enterococcus faecalis. inhibition, % at 10 µM. AID 1066. purified E. faecalis HMGR, NADPH absorbance 340 nm kinetic. actives 0.41% (n = 190,000);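 active = inhibition above a set limit, the median over all tested compounds plus 3 SD, cut at about 9.5% in these data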;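 note: enzyme runs in reverse so mevalonate oxidation gives rising NADPH absorbance; 0% = complete reaction with DMSO and 100% = background rate lacking mevalonate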
NF-kB neuron act: raises NF-kB expression in human neuronal cells. actives 1.6% (n = 190,000). fold change at 12.5 µM. AID 1239. NF-kB reporter expression; stronger effect = higher value; in the data active = fold change above about 3.3
Redox H2O2 prof: compounds producing H2O2 with reducing agent – biochemical, NIH compound library profiling, artefact control for MLSCN library redox annotation, primary screen | actives 0.03% (n = 200,000) | AID 878 | activation, % at 10 µM | DTT-dependent redox cycling H2O2, phenol red/HRP absorbance; 100% = 100 µM peroxide control, 0% = buffer;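 active = activation of at least 50% relative to the plate's high and low controls in the primary single-dose screen; inactive = activation below 50%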;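 note: compound incubated with DTT at 0.8 mM final as the reducing agent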
An asterisk follows results filed as active; . = not tested or not shown.

SMILES	Hsp70 act	FLuc inhib CS	FLuc act counter	APP 5'UTR act	G6PDH CS	STAT1 act	APP transl inh	HMGR II inh	NF-kB neuron act	Redox H2O2 prof
CCc1nc(N2CCCC(C)C2)c2oc3ccccc3c2n1 (stereo unspecified)	-0.3	-4	1	.	3	98	.	-5	1.4	2.9
CCC(=O)N1CCc2cc(S(=O)(=O)NC(Cc3ccccc3)C(=O)NC3CCCC3)ccc21 (stereo unspecified)	-0.1	-4	1	-1	-3	97	1	0	1	-1.1
CCCCn1c(=O)c(CCC(=O)OCC(=O)NC(C)c2ccccc2)nc2ccccc21 (stereo unspecified)	-0.3	6	0.9	-7	7	95	7	-1	1.1	-0.9
COCCNC(=O)C(c1ccccc1)N(Cc1cccs1)C(=O)Cn1nnc2ccccc21 (stereo unspecified)	-0.1	-1	1	0	3	104	0	-7	0.88	1.2
CCN(CCO)c1nc(SC)nc2c1sc1nc(-c3ccco3)c3c(c12)CCC3	0.0	-2	1	-11	4	97	11	-6	1.2	1.1
CC(C)c1nccn1S(=O)(=O)c1cc(Cl)ccc1Cl	-0.4	-4	1	-5	-1	97	4	1	0.93	-1.7
Cc1ccc(-n2cccn2)c(CN2CCC(CO)(CCc3ccccc3)CC2)c1	-0.3	-7	1.1	3	-1	97	-3	-2	0.88	-2.9
COc1ccc(C)cc1NC(=O)c1cc2cc3ccc(C)cc3nc2o1	0.0	-6	1.1	9	3	94	-9	1	0.94	1.5
COc1ccc(Cl)cc1C(=O)NCC(C)C	-0.3	-3	1	-9	2	97	8	-1	1.3	0.3
COC(=O)N/N=C/c1ccc(-c2cccc(Cl)c2)o1	-0.3	0	1	-3	13	117	3	-1	1.4	0.5
Cc1ccccc1CS(=O)(=O)c1cn(CC(=O)N2CCC(C)CC2)c2ccccc12	-0.2	0	1	20	11	103	-20	3	0.74	0.2
CCCc1nc2c(=O)n(C)c(=O)[nH]c2n1C	-0.1	-6	1.1	.	8	103	.	-3	1.1	0.2
COc1ccccc1N1CC(C(=O)Nc2ccc(S(=O)(=O)N3CCOCC3)cc2)CC1=O (stereo unspecified)	-0.2	-7	1.1	.	1	101	.	-4	1.1	-0.1
CCN1CCCC1CNC(=O)c1cc2c(C)nc3ccccc3c2o1 (stereo unspecified)	1.4	4	1	1	-6	103	-1	-1	0.84	-0.2
O=C(c1ccco1)N1CCN(C(c2ccc(Cl)cc2)c2nnnn2CC2CCCO2)CC1 (stereo unspecified)	-0.3	-4	1	-17	-4	96	17	-1	1.1	-0.1
CCn1c(=S)[nH]c2cc(C(=O)OC)ccc2c1=O	-0.2	-1	1	12	-2	88	-12	-2	1.2	0.2
COc1cccc(CNC(=O)CCS(=O)(=O)c2cccc3nonc23)c1	-0.3	0	1	12	2	89	-12	-2	1.1	-2.8
CN(C)CCCNC(=O)/C=C/c1ccc2c(c1)OCO2	-0.3	1	1	-4	14	105	4	-2	1.3	-0.2
CCOC(=O)C1=C(N)Oc2c(oc(CO)cc2=O)C1c1ccc(F)cc1 (stereo unspecified)	-0.5	-3	1	-2	1	106	2	5	1	4.8
CC(C)CNC(=S)N1CCC(c2nc(-c3ccc(F)cc3)no2)CC1	-0.3	-4	1	22	1	89	-22	-6	0.69	-0.3

Nothing new here: an excerpt of the list.
SMILES	Hsp70 act	FLuc inhib CS	FLuc act counter	APP 5'UTR act	G6PDH CS	STAT1 act	APP transl inh	HMGR II inh	NF-kB neuron act	Redox H2O2 prof
CCn1c(=S)[nH]c2cc(C(=O)OC)ccc2c1=O	-0.2	-1	1	12	-2	88	-12	-2	1.2	0.2
COc1cccc(CNC(=O)CCS(=O)(=O)c2cccc3nonc23)c1	-0.3	0	1	12	2	89	-12	-2	1.1	-2.8
CN(C)CCCNC(=O)/C=C/c1ccc2c(c1)OCO2	-0.3	1	1	-4	14	105	4	-2	1.3	-0.2

Later entries.
SMILES	Hsp70 act	FLuc inhib CS	FLuc act counter	APP 5'UTR act	G6PDH CS	STAT1 act	APP transl inh	HMGR II inh	NF-kB neuron act	Redox H2O2 prof
Cc1ccc(C(=O)CC2(O)C(=O)N(Cc3ccc4c(c3)OCO4)c3ccccc32)cc1 (stereo unspecified)	-0.2	-1	1	5	12	100	-5	-5	1	1.7
N#CCCN(C(=O)COC(=O)c1ccc(CNS(=O)(=O)c2ccc(F)c(Cl)c2)cc1)c1ccc(F)cc1	0.1	2	1	-14	2	105	14	-5	1	0.2
CN(CC(=O)N1CCN(c2ccccn2)CC1)S(=O)(=O)c1ccccc1	-0.4	-1	1	1	4	112	-1	-1	1.4	0.3
O=C1CC(O)(C(F)(F)F)Oc2c1ccc1ccccc21 (stereo unspecified)	-0.5	0	1	3	24	99	-3	1	0.96	1.2
O=C1CCCC2=C1C(c1ccsc1)CC(=O)N2c1ccccc1 (stereo unspecified)	-0.5	-6	1.1	8	4	91	-8	-4	1.1	1.1
CCC(C)NCCOCCSc1ccc(Cl)cc1 (stereo unspecified)	1.9	-9	1.1	16	6	100	-16	-3	0.99	3.0
COc1ccc(C(=O)C2CCCN(S(=O)(=O)C(C)C)C2)c(C)c1 (stereo unspecified)	-0.2	-5	1	16	12	94	-16	0	1	0.5
CS(=O)(=O)N(CC(=O)NC1CCCCCC1)Cc1ccc(Cl)cc1	-0.4	-5	1.1	-9	0	99	9	3	1.2	0.1
CCC(CC)c1nnc(NC(=O)c2ccco2)s1	0.2	-1	1	17	15	98	-17	-4	1.5	0.3
COc1ccccc1N1CCN(/N=C/c2cccc(OC)c2OC)CC1	-0.1	4	1	16	2	99	-16	-2	1.2	0.1
CC1=CC(C)C2C(=O)N(O)C(=O)C2C1 (stereo unspecified)	-0.1	-3	1	-13	7	103	13	0	1.2	0.0
Cc1ccc(C2/C(=C(\O)c3ccc4c(c3)OCCO4)C(=O)C(=O)N2CCCN(C)C)o1 (stereo unspecified)	0.0	0	1	16	-3	105	-16	4	1.5	-0.1
CCc1cc2c(=O)n(Cc3ccco3)c(SCC(=O)N(C)C3CCS(=O)(=O)C3)nc2s1 (stereo unspecified)	-0.5	2	1	-2	13	97	2	-3	0.95	4.6
O=C(Nc1ccc(Cl)cc1Cl)NC1CCCC1	-0.2	2	1	15	2	115	-15	-3	1	-0.5
O=C1C2C3C=CC(C3=C(c3ccccc3)c3ccccc3)C2C(=O)N1Cc1ccccc1 (stereo unspecified)	-0.3	-2	1	2	9	100	-2	-3	0.99	0.3
COc1ccc(CCNc2c([N+](=O)[O-])c(=O)oc3ccccc23)cc1OC	-0.2	-2	1	22	5	92	-22	-10	0.95	0.5
CCc1sc(C(=O)NCc2ccccc2)cc1C	-0.3	2	1	16	-4	102	-16	-8	1.2	-0.6
COC(=O)CSc1nc(C)c(C)c(C)c1C(N)=O	0.4	-7	1.1	-7	11	100	7	-7	0.99	0.3
Cc1ccc(-c2nnc(-c3cccc(NC(=O)c4cccs4)c3)o2)cc1	-0.2	26	0.7	10	3	112	-10	-6	0.8	-2.8
COc1ccc(S(=O)(=O)N2CCCCC2)cc1Br	-0.2	-5	1	1	8	96	-1	1	0.88	-0.7
O=C(CN(C1CCCCC1)S(=O)(=O)c1ccc(Br)cc1)NCc1cccnc1	0.1	-6	1.1	14	13	98	-14	-2	0.67	0.9
O=C(Nc1ccc(F)cc1F)N1CCCCC1c1cccnc1 (stereo unspecified)	-0.2	-5	1	-2	-4	100	2	-2	0.92	-0.6
O=[N+]([O-])c1ccc(-c2ccc(/C=N/c3c(-c4ccco4)nc4ccccn34)o2)cc1	-0.2	5	1	1	2	110	-1	0	0.82	-2.2
CC(C)Oc1ccc(N2CC(C(=O)Nc3ccc4c(c3)OCO4)CC2=O)cc1 (stereo unspecified)	-0.3	-5	1.1	2	12	95	-2	-6	1.2	-0.8
O=C(O)C1CCCCC1C(=O)Nc1ccc(Cl)cc1 (stereo unspecified)	-0.1	4	1	13	12	103	-13	-10	1.2	-2.3
N=c1sccn1CC(=O)N1CCc2ccccc21	0.0	-7	1.1	-2	1	103	2	0	1.1	-0.3
NC(=O)SCC(=O)Nc1ccc(Cl)c(Cl)c1	0.0	-6	1.1	10	-2	101	-10	-1	1.6	3.8
Cc1ccnc(NC(=O)C2COc3ccccc3O2)c1 (stereo unspecified)	-0.3	7	0.9	130	10	94	-130	-2	1.3	-0.2
O=C(Cc1c(F)cccc1Cl)N1CCN(C(=O)c2ccco2)CC1	-0.4	-9	1.1	-6	-6	100	6	-2	1.1	0.7
c1csc(-c2nc3c4ccccc4c4ccccc4c3[nH]2)c1	-0.1	-2	1	-7	1	100	7	5	0.5	1.3
O=C(/C=C/c1ccccc1[N+](=O)[O-])c1ccccc1Br	0.4	-4	1	17	2	108	-17	1	1.6	-1.1
O=C(Nc1cc(C(F)(F)F)ccc1Cl)C(=O)N1CCCCC1	-0.4	-3	1	9	8	101	-9	3	1	0.8
Cc1sc(NC(=O)Cc2ccc3c(c2)OCO3)nc1-c1ccc2c(c1)CCN2C(=O)c1ccc(F)cc1	-0.4	-1	1	16	-23	99	-16	-3	1	0.3
CC(C)NC(=S)Nc1ccc(Oc2ccccc2)cc1	-0.5	1	1	1	6	99	-1	-9	1	3.6
Cc1cc(=O)[nH]c(SCC(=O)Nc2ccc(F)cc2)c1C#N	-0.2	-4	1	-5	0	95	5	.	0.98	-0.4
COc1ccc(CN(C)C(=O)CCl)cc1	-0.2	-4	1	3	8	88	-3	1	0.86	-0.9
COc1cccc(-c2[nH]nc3c2C(c2ccc(C)o2)C(C#N)=C(N)O3)c1 (stereo unspecified)	-0.3	-9	1.1	10	8	101	-10	-2	1	-5.2
Cc1[nH]c2ccccc2c1-c1nc(-c2ccc(Cl)cc2)nnc1-c1ccccc1	0.3	-6	1.1	34	-2	93	-34	-4	1.4	0.4
Cc1nnc(SCC(=O)NC(C)(C)C)n1CCc1ccccc1	-0.3	-7	1.1	-5	4	92	5	-7	1.1	2.5
Cn1cc(S(=O)(=O)CC(=O)Nc2ccc3c(c2)OCCO3)c2ccccc21	-0.3	3	1	-18	12	100	18	-3	1.1	2.8

Only APP 5'UTR act (two entries from above):
SMILES	APP 5'UTR act
CC(C)NC(=S)Nc1ccc(Oc2ccccc2)cc1	1
Cc1sc(NC(=O)Cc2ccc3c(c2)OCO3)nc1-c1ccc2c(c1)CCN2C(=O)c1ccc(F)cc1	16

More compounds
SMILES	Hsp70 act	FLuc inhib CS	FLuc act counter	APP 5'UTR act	G6PDH CS	STAT1 act	APP transl inh	HMGR II inh	NF-kB neuron act	Redox H2O2 prof
CCOC(=O)c1cnn(-c2ccccc2)c1NC(=O)CCl	-0.4	-4	1	11	14	91	-11	-2	1.2	-0.4
C#CC(CC)(CC)NC(=O)c1c(C)noc1C	-0.5	2	1	2	-2	98	-2	9	1.1	-1.3
CCOC(=O)c1ccc(NC(=S)NCCCN2CCCCC2)cc1	0.0	-4	1	10	9	104	-10	-4	1.1	-2.8
CC(NC(N)=O)C12CC3CC(CC(C3)C1)C2 (stereo unspecified)	0.3	-4	1	3	2	103	-3	0	1.1	3.0
O=C(CNC(=O)Cn1ccc2ccccc2c1=O)NCCCN1CCN(c2cccc(Cl)c2)CC1	-0.3	-5	1	-3	7	99	3	-6	0.94	2.9
COc1cc(NC(=O)c2ccc(Cl)cc2)c(OC)cc1NC(=O)CN1CCCCC1	0.3	-6	1.1	47	-4	97	-47	1	1.1	-3.3
CCCCc1nc(SCCOC)c2c(=O)n(C)c(=O)n(C)c2n1	0.1	-7	1.1	2	-4	101	-2	2	1	-0.8

Compound activity deposited in PubChem by several laboratories.
